FN deposition inh: fibronectin deposition inhibition; AH1F fibroblasts, Alexa488-fibronectin deposition fluorescence, overnight; inhibition, % at 12.6 µM; actives 0.086% (n = 350,000); AID 743247;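 active = mean inhibition across replicates of 30% or more, regardless of how many single replicates reach that level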;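 also: positive control wells lacked labelled fibronectin entirely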
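Assay system: AH1F fibroblasts assembling fluorescent fibronectin matrix; Amount: 10000 AH1F cells per well; Buffer or medium: DMEM, 2% serum; Probe or stimulus: Alexa488-fibronectin, 24 nM final in well; Doses: single compound dose, delivered by pin transfer; Incubation: 1 h adhesion, overnight exposure; Measured by: fluorescence 485/525 nm; Read-out: fibronectin deposition inhibition.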
PGC1a acetyl inh: modulators of PGC1a acetylation. U2OS PGC1a acetylation, AlphaScreen anti-acetyl-lysine; with virally co-expressed GCN5 acetyltransferase. inhibition, % at 15.6 µM. actives 0.17% (n = 350,000);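 active = every replicate shows inhibition of at least 40%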;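 also: 0% = neutral control wells and 100% = positive control wells; some results beyond the cut were filed as inactive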
F508del corr: correctors of CFTR F508del function in bronchial epithelial cells; CFBE cells, YFP halide quenching; stimulated with forskolin plus potentiator P3; % fluorescence drop versus neutral controls; activity (quench increase), % at 7.58 µM; actives 0.36% (n = 350,000); AID 720511;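 active = mean added fluorescence quench of at least 8% versus neutral control, with both replicates also reaching 8%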;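 also: cells transiently co-express mutant CFTR-F508del with the halide-sensitive YFP; corrector assay measuring rescue of mutant channel to the surface after 24 h compound exposure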
Cneo AK release: causes C. neoformans cell lysis. AID 651654. actives 0.2% (n = 360,000). lysis activity, % at 15 µM. adenylate kinase release luminescence, 4 h; normalised: neutral wells 0, clomiphene wells 100;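 active = mean lysis activity across replicates of at least 80%, whatever share of replicates individually reach that level; inactive = mean lysis activity below 80%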
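read-out = cell lysis signal | test system = log-phase Cryptococcus neoformans yeast cells | input = cells at 5 × 10^6 per mL | medium = fresh YPD growth medium | signal = luminescent adenylate kinase detection reagent | timing = 4 h at 37 °C static, read 1 h later | dosing = single dose | controls = Clomiphene as positive lysis control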
PglD DTNB: blocks C. jejuni PglD acetyltransferase activity; actives 0.098% (n = 360,000); purified PglD enzyme, DTNB colorimetric CoA detection; AID 602405; inhibition, % at 12.5 µM; in the data active = inhibition above about 16%, passing the limit was not always enough; also: strong numbers were not always called active
C2C12 statin: suppression of simvastatin myotoxicity. C2C12 myotubes + simvastatin, ATP luminescence, 48 h; scaled: DMSO 0, geranylgeraniol control 100. rescue of ATP level, % at 7.49 µM. actives 0.78% (n = 330,000). AID 602340;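 active = mean ATP rescue above about 67%, or every replicate alone reaching that limit, limit read from the data, passing the limit was not always enough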;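 also: myotubes were challenged with 10 µM simvastatin during compound exposure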
INS-1E GSIS act: GLuc luminescence reporter in INS-1E cells, primary screen for activators of glucose-dependent secretion of insulin; activation, % at 16.6 µM; AID 743287; actives 0.61% (n = 370,000); INS-1E GLuc reporter insulin secretion, 2-3 h;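 active = lowest replicate activation of at least 40%, so every replicate reaches that level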;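 also: 0% = median of neutral control wells and 100% = median of IBMX positive control wells; some compounds called inactive have numbers as strong as hits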
miR-122 sensor: inhibitors of miR-122 in Huh7 cells | activation (reporter increase), % at 12.5 µM | actives 0.3% (n = 340,000) | Huh7 miR-122 Renilla luciferase sensor, 48 h; neutral wells = 0, positive control = 100;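 active = mean replicate activation score at least 90 and every replicate individually at or above 90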;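 also: higher luciferase means less miR-122 activity so hits act as miR-122 inhibitors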
* marks the source's active call; other numbers are inactive results; / = not tested or not shown; & = joins results of further samples; [ ] = remark or other dose.

SMILES	FN deposition inh	PGC1a acetyl inh	F508del corr	Cneo AK release	PglD DTNB	C2C12 statin	INS-1E GSIS act	miR-122 sensor
CSCCC(NS(=O)(=O)/C=C/c1ccccc1)C(=O)N1CCC(C)CC1 (stereo unspecified)	1	0	/	0	-2	/	8	45
C[C@H](CO)N1C[C@H](C)[C@@H](CN(C)Cc2ccc(Cl)c(Cl)c2)Oc2c(NS(=O)(=O)c3cn(C)cn3)cccc2C1=O	-2	4&11	-1.8&1.1	1&-2	0&2	40&6	-3&2	24[16.7 µM]
O=C(NCc1ccco1)C(=O)c1c[nH]c2ccccc12	-1	/	-2.2	0	13	-6	6	-5
CC(C)n1nnnc1SCC(=O)N1N=C(c2cccs2)CC1c1cccs1 (stereo unspecified)	3	5	-3.0	-1	3	1	-1	-2
O=C(C[C@H]1C=C[C@H](NC(=O)C2CC2)[C@H](CO)O1)NC1CCC1	-8	10	0.2	/	/	4	1	-7[16.7 µM]
C[C@@H]1CN([C@H](C)CO)C(=O)Cc2cc(NC(=O)C3CCCCC3)ccc2O[C@@H]1CN(C)Cc1ccc2c(c1)OCO2	/	-14	0.0	41	1	-9	11	13[16.7 µM]
O=C(C[C@H]1CC[C@H]2[C@@H](COC[C@@H](O)CN2C(=O)Nc2ccc(Cl)c(Cl)c2)O1)NCc1ccc(F)cc1	-2	8	-0.8	-11	-1	-21	-14	-3[16.7 µM]
COC(=O)CC/C(O)=C1/C(=N)CC(C)(C)CC1=O	4	-3	/	-2	-4	12	/	-2
CCOc1ccc(OCCNC(=O)c2ccc3c(c2)nnn3CC)cc1	-9	-3	1.3	-2	-5	5	/	-3
Cc1ccc(NC(=S)N(C)N)cc1Cl	2	-4	1.6	1	2	16	0	-7
CC(C)C(NC(=O)COc1ccccc1)C(=O)O (stereo unspecified)	-4	-4	/	1	-1	-21	7	-9
O=C(Nc1ccc(F)cc1)C(c1ccccc1)N1CCN(S(=O)(=O)c2ccc3ccccc3c2)CC1 (stereo unspecified)	11	1	/	1	-1	/	-7	9
Cc1[nH]c(C)c(S(=O)(=O)NCc2ccc(F)cc2)c1C(=O)N1CCCCC1	-8	-22	-2.5	0	-5	-7	-12	8
COc1ccc(CC(=O)N/N=C/c2cccnc2)cc1OC	/	3	-0.6	1	2	2	30	-3
COC(=O)COc1ccc(S(=O)(=O)NCc2ccc3c(c2)OCO3)cc1C	-1	/	3.3	3	-10	-2	-12	/
O=c1[nH]c(=S)[nH]nc1Cc1ccccc1	/	-3	/	4	-4	/	/	-6
Cc1onc(-c2ccccc2Cl)c1C(=O)N1CC(C)OC(C)C1 (stereo unspecified)	/	-17	0.0	-1	-6	19	10	3
COc1ccc(NC(=O)Nc2ccc3c(c2)C(=O)N([C@H](C)CO)C[C@@H](C)[C@H](CN(C)Cc2ccc(C(F)(F)F)cc2)OCCCC[C@H](C)O3)cc1	-4	-7	14*	-2	-1	-213	-30	3[16.7 µM]
CC1CN(C(=S)NC(=O)c2ccccc2)CC(C)O1 (stereo unspecified)	9	/	-1.9	-1	4	-6	12	/
OC(COc1c(F)cc(Br)cc1F)CN1CCN(c2ccc(F)cc2)CC1 (stereo unspecified)	/	-2	/	-4	2	5	/	-5
O=C(Nc1ccccc1)c1ccccc1NC(=O)[C@H]1CCCC[C@H]1C(=O)O	-14	/	-1.4	2	8	8	1	-1
CCCC(=O)NC(c1ccc(N(C)C)cc1)c1ccc2cccnc2c1O (stereo unspecified)	16	3	9.8*	-2	-1	-38	/	-24
Cc1ccc(S(=O)(=O)N2CCN(C(=O)c3ccccc3OCc3c(C)noc3C)CC2)cc1	2	-19	-7.6	2	-2	3	-9	/
O=C(NCCCN1CCOCC1)C1(c2ccccc2)CCOCC1	-2	11	/	2	8	5	/	0
CCNC(=O)C[C@@H]1C=C[C@@H](NC(=O)C2CCC2)[C@H](CO)O1	-14	-3	1.0	3	-2	-3	15	/
NS(=O)(=O)c1cccc(NC(=O)COC(=O)C2CCN(S(=O)(=O)c3cccs3)CC2)c1	-4	4	-1.3	-9	1	-3	-3	-14
CN(CC(=O)Nc1ccc(F)cc1)C(=O)CN1C(=O)NC2(CCCC2)C1=O	-2	-22	0.4	4	-1	6	19	-3
O=C(c1cccc(Cl)c1)N1CCn2c1nc1ccccc12	5	12	-1.9	3	-2	8	23	-4
CO[C@H]1CN(C)C(=O)c2ccc(NC(=O)C3CCCC3)cc2OC[C@@H](C)N(C(=O)CC2CC2)C[C@H]1C	13	-5	-0.5	5	0	-2	6	/
COc1cc(NC(=O)CCN2CCN(C/C=C/c3ccccc3)CC2)cc(OC)c1	7	3	-1.5	0	7	0	-11	-1
CC1(C)Oc2ccc(C(=O)N3CCCCC3)cc2N(CC(=O)NCc2ccccc2)C1=O	/	5	/	0	-2	/	/	-1
COc1ccc(S(=O)(=O)Nc2ccc3c(c2)OC[C@H](C)NC[C@@H](C)[C@@H](OC)CN(C)C3=O)cc1	0	12	-0.6	-2	-5	-11	6	14[16.7 µM]
Cc1ccc(CNC(=O)CCCNS(=O)(=O)c2cccc3nonc23)cc1	-14	-6	/	-3	-5	3	/	6
CCOC(=O)c1c(NC(=O)C(C)Sc2cn(C)c3ccccc23)sc2c1CCC2 (stereo unspecified)	1	-2	1.0	4	-2	-13	-4	-8
CN(CCC#N)C(=O)COC(=O)c1ccc2[nH]c3c(c2c1)CCCC3	2	-3	1.5	/	/	/	-3	4
O=C(CNS(=O)(=O)c1ccccc1)N/N=C/c1ccncc1	-43	3	-0.1	-2	4	3	21	4
COc1cccc(-c2ccc3n(c2=O)C[C@H]2[C@H](CO)[C@@H](C(=O)NC4CCCC4)N[C@@H]32)c1	/	/	-0.7	0	0	-8	-7	-2[16.7 µM]
O=C(Nc1ccccc1Cl)C1C2CCCCC21 (stereo unspecified)	3	-9	-1.6	5	8	9	8	-1
CCC(CC)C(=O)N1CCN(c2ccccc2)CC1	14	7	-1.3	/	/	/	3	/
COc1ccc(OC(F)(F)F)cc1CC1(C)C(=O)Nc2cccc(Cl)c21 (stereo unspecified)	-7	-24	2.2	-4	2	7	-15	2
Cc1[nH]c2ccccc2c1CCC(N)=O	/	1	/	0	5	/	/	1
CCOc1ccccc1Nc1nnc(SCC(=O)NC2CC2)s1	3	12	-1.5	2	4	-1	18	-3
COc1ccccc1CNC(=O)c1cc(C2CC2)nc2c1cnn2C(C)C	2	/	0.5	2	-3	-7	-21	/
C=CCNC(=O)C(=O)N/N=C/c1cccc(Br)c1	-3	14	-0.8	/	/	-2	-11	46
CCOCCn1c(SCCc2ccccc2)nc2c1c(=O)[nH]c(=O)n2C	4	9	1.0	0	2	-12	-18	-2
O=C(C[C@H]1C[C@@H]2c3cc(NC(=O)Cc4ccncc4)ccc3O[C@@H]2[C@@H](CO)O1)NCc1ccc2c(c1)OCO2	/	-12	1.7	5	-3	-4	-34	0[16.7 µM]
CC(C)NC(=O)C1CCN(C(=O)C(C(=O)c2ccccc2)n2cc(Cl)ccc2=O)CC1 (stereo unspecified)	7	5	/	3	4	1	/	-3
CCC(C)[C@H](NC(=O)[C@@H]1CSC2c3ccccc3C(=O)N21)C(=O)NCc1ccco1 (stereo partly specified)	0	-2	-2.1	-1	1	28	-2	-8
O=C(CN1C(=O)COc2ccccc21)N1CCOCC1	7	-9	-1.6	-1	-1	8	13	4
COc1ccc(C2C(C(N)=O)=C(C)Nc3nc(-c4ccccc4OC)nn32)cc1OC (stereo unspecified)	-1	2	/	-4	-1	2	/	-1

F508del corr, hit marks shown above
structure	PGC1a acetyl inh	F508del corr	PglD DTNB	INS-1E GSIS act	miR-122 sensor
COc1ccc(NC(=O)Nc2ccc3c(c2)C(=O)N([C@H](C)CO)C[C@@H](C)[C@H](CN(C)Cc2ccc(C(F)(F)F)cc2)OCCCC[C@H](C)O3)cc1	-7	14*	-1	-30	3[16.7 µM]
CCCC(=O)NC(c1ccc(N(C)C)cc1)c1ccc2cccnc2c1O (stereo unspecified)	3	9.8*	-1	/	-24

Next structures.
SMILES	FN deposition inh	PGC1a acetyl inh	F508del corr	Cneo AK release	PglD DTNB	C2C12 statin	INS-1E GSIS act	miR-122 sensor
CC1(C)Cc2cccc(OCC(=O)Nc3ccccc3C(F)(F)F)c2O1	-3	/	-1.4	1	-1	8	-76	/
C/C=C/c1ccc([C@@H]2[C@H](CO)N(C(C)=O)[C@H]2CNC(=O)CC2CC2)cc1	3	-8	-1.8	2	-2	3	7	7[16.7 µM]
O=C(O)CC1SC(=Nc2ccc(O)cc2)NC1=O (stereo unspecified)	0	3	-0.1	/	/	/	1	/
O=C(NC1CCCC1)N1CCCCN2[C@@H](CO)[C@H](c3ccc(-c4ccccc4)cc3)[C@@H]2C1	/	-5	-2.7	2	0	/	-21	5[16.7 µM]
O=C(O)c1cccc([N+](=O)[O-])c1C(=O)Nc1ccc2ccccc2c1	3	-6	-0.1	-2	-5	-1	-6	11
Cc1ccccc1S(=O)(=O)N(C)C[C@H]1OCc2ccccc2-c2c(n(C)c3ccccc23)C(=O)N([C@@H](C)CO)C[C@H]1C	-4	-10	5.5	-1	-3	20	-5	/
CCCCCCCSc1nnc(-c2ccccc2N)c(=O)[nH]1	-16	15	-0.7	30	7	-8	-27	7
COc1ccc(C#Cc2ccc([C@H]3[C@@H](CO)N4CCCCN(C(=O)Nc5ccccc5F)C[C@@H]34)cc2)cc1	/	2	3.0	-5	-9	10	10	-9[16.7 µM]
CCCN1CCN(C(=O)c2cc(COc3ccc(F)c(F)c3)on2)CC1	-2	-7	0.1	-2	-2	1	-4	-4
CCOc1ccc(CCNC(=O)COC(=O)c2ccc(Cl)nc2)cc1OCC	-9	/	2.4	-2	1	/	27	/
CC(C)NC(=O)N(C)C[C@H]1Oc2ccc(NC(=O)Nc3cccc4ccccc34)cc2CC(=O)N([C@H](C)CO)C[C@@H]1C	/	17	-0.2	-4	1	17	-10	-3[16.7 µM]
Cc1nn(C)c(Cl)c1CN1CCN(CCC(C)C)C(CCO)C1 (stereo unspecified)	-9	-1	0.0	6	-1	9	1	-2
O=C(CCCN1C(=O)c2ccccc2C1=O)NCCCN1CCOCC1	4	/	/	0	0	/	/	-10
COc1cccc(CNC(=O)C[C@@H]2C=C[C@@H](NC(=O)C3CC3)[C@H](CO)O2)c1	0	-2	1.2	0	4	-2	1	/
Cc1cccc(C)c1OCCN1CCCC1	-4	/	2.6	-2	-2	8	4	/
C[C@@H]1CCCCO[C@H](CN(C)C)[C@@H](C)CN([C@H](C)CO)C(=O)c2cc(NS(=O)(=O)c3ccc(Cl)cc3)ccc2O1	/	14	-1.4	-2	1	-2	4	-5[16.7 µM]
CCO/N=C(/c1nonc1N)N1CCN(c2ccc([N+](=O)[O-])cc2)CC1	-2	-2	/	-4	-3	-18	/	-6

Quoted from the listing.
COc1ccc(C#Cc2ccc([C@H]3[C@@H](CO)N4CCCCN(C(=O)Nc5ccccc5F)C[C@@H]34)cc2)cc1 in F508del corr is listed with 3.0
Cc1nn(C)c(Cl)c1CN1CCN(CCC(C)C)C(CCO)C1 (stereo unspecified) in miR-122 sensor is listed with -2

Assay outcomes as filed in PubChem.
